# Tau fibril ThT = qHTS for Inhibitors of Tau Fibril Formation, Thioflavin T Binding; Microtubule-associated protein tau (Homo sapiens), P10636; recombinant tau K18 P301L, heparin-induced fibrillization, ThT fluorescence; Potency, µM (highest dose often 57.4 µM), inactives show top-dose activity, negative = inhibition, usual class: inhibitors; actives 2.1% (n = 270,000); further: nearly all actives have a fitted effect of over 55% in size
# Target sequence (P10636 561-689 P618L limits assumed): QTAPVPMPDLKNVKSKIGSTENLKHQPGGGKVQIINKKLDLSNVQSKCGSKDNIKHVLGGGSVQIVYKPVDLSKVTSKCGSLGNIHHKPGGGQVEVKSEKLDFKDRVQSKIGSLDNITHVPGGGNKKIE
#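 Aggregation was driven by heparin (20 uM final) acting on recombinant tau […] bearing P301L in 100 mM sodium acetate pH 7; fibrils were detected with Thioflavin T.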
# GLA spleen mod = qHTS Assay for Inhibitors and Activators of Human alpha-Galactosidase From Spleen Homogenate; actives 0.008% (n = 240,000); Alpha-galactosidase A (Homo sapiens), P06280; Potency, µM (doses to about 80 µM), for inactives: top-dose activity change, negative = inhibition, usual class: inhibitors; human spleen homogenate, 4MU-alpha-Gal fluorescence, 40 min; AID 2107, 2009;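 further: 0% = enzyme with vehicle and -100% = no enzyme basal signal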
#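 Human spleen homogenate (1 ug) as enzyme source, 4-methylumbelliferyl-alpha-D-galactopyranoside 1 mM final, citrate/phosphate pH 5.0 with 0.01% Tween-20. Compounds 40 min at 37C, NaOH/glycine stop; fluorescence Ex 365/Em 440, Hill-fit AC50.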
# TRb-SRC2 inh = qHTS for Inhibitors of the Interaction of Thyroid Hormone Receptor and Steroid Receptor Coregulator 2; Thyroid hormone receptor beta (Homo sapiens), P10828; TRbeta-SRC2 peptide binding, fluorescence polarization; receptor liganded with 1 µM T3; Potency, µM (highest dose often 106 µM), for inactives: top-dose activity change, negative = inhibition, usual class: inhibitors; actives 0.065% (n = 280,000); AID 1469, 2008;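 further: plate controls were bound peptide for no effect and peptide without receptor for full effect; nearly all actives have a fitted effect of over 50% in size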
#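 Human TRb LBD (0.6 uM) plus Texas Red-labeled SRC2 peptide (20 nM), 1uM T3, 5% DMSO, 5 hr at ambient temperature. Decreased polarization (555/632 nm) flags inhibition; data normalized to free and bound peptide controls.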
# L3MBTL1 inh = qHTS Assay for the Inhibitors of L3MBTL1; Potency, µM (doses to about 57.1 µM), inactives show at the highest dose activity, negative = inhibition, most hits filed as inhibitors; actives 0.66% (n = 230,000); AID 485360, 2010; Lethal(3)malignant brain tumor-like protein 1 (Homo sapiens), Q9Y468; AlphaScreen L3MBTL1–H3K9me1 peptide binding; further: nearly all actives have a fitted effect of over 60% in size
# Target sequence (Q9Y468 whole entry, looked up): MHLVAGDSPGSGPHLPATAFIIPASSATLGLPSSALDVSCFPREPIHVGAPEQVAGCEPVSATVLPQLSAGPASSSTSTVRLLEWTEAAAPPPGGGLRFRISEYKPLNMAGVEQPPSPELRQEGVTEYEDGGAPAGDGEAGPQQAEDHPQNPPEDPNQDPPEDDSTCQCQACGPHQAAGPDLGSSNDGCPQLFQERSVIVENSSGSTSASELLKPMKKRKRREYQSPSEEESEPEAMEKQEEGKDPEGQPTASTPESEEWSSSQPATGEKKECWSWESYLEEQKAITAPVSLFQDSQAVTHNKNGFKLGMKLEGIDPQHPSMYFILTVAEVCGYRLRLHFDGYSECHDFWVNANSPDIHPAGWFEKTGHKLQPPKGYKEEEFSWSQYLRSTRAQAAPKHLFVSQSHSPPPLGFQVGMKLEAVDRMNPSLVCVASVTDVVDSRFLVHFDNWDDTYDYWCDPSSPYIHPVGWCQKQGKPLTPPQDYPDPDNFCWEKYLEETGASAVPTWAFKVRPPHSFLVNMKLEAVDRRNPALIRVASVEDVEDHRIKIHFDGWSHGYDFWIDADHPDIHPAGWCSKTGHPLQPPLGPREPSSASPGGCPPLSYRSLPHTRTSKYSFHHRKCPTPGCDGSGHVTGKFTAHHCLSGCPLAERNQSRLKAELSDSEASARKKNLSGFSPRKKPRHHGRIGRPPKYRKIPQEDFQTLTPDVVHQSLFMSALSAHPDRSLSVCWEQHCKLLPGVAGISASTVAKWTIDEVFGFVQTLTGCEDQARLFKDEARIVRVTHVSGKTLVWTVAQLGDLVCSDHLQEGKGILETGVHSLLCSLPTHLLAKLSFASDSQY
#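 First, the protein-peptide complex forms for 30 min at room temperature (L3MBTL1 50 nM, biotinylated H3K9me1 peptide 75 nM). Next, compounds are pin-transferred and incubated 30 min. Finally, AlphaScreen beads are added and read after 30 min.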
# Tau FP inhib = qHTS for Inhibitors of Tau Fibril Formation, Fluorescence Polarization; K18 P301L tau heparin fibrillization, Alexa594 FP, 6 h; Potency, µM (series often up to 57.7 µM), without a hit: at the top dose activity, negative = inhibition, actives largely listed as inhibitors; actives 0.39% (n = 280,000); AID 1468, 2008; further: nearly all actives have a fitted effect of over 55% in size
#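 Read-out: fluorescence polarization of Alexa 594-labeled tau (0.24 uM), 555 nm excitation, 632 nm emission. Mixtures held 15 uM unlabeled K18 P301L, compound and 20 uM heparin, pH 7 acetate buffer, incubated 6 hr at 37 C.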
# Tau fluor cs = Counterscreen qHTS for Inhibitors of Tau Fibril Formation, Fluorescence Polarization; Potency, µM (series often up to 57.7 µM), inactives show at the top dose activity change, negative = decrease; actives 0.93% (n = 280,000); tau K18 P301L (four-repeat tau fragment) Alexa594 fluorescence, heparin fibrillization; further: nearly all actives have a fitted effect of over 55% in size
#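 Human K18 P301L tau (15 uM unlabeled plus 0.24 uM Alexa 594-labeled, final) in 100 mM sodium acetate pH 7 was mixed with compound and 20 uM heparin and incubated 6 hr at 37 C.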
# ALDH1A1 block = qHTS Assay for Inhibitors of Aldehyde Dehydrogenase 1 (ALDH1A1). Aldehyde dehydrogenase 1A1 (Homo sapiens), P00352. actives 7.3% (n = 220,000). Potency, µM (titrated, usually from 75.3 µM), inactives show at the highest dose activity, negative = inhibition, usual class: inhibitors. Purified ALDH1A1, NADH fluorescence, propionaldehyde substrate. AID 1030, 2008; active means well fitted inhibition curve with a large enough effect, not every such curve was filed as active; inconclusive means small, poorly fitted or top-dose-only effect, or another doubt; inactive means no such curve, though single readings can be large or run the other way;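 further: plate controls were no enzyme wells and a reference inhibitor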
# TR SRC2 fluor cs = Total Fluorescence Counterscreen for Inhibitors of the Interaction of Thyroid Hormone Receptor and Steroid Receptor Coregulator 2 | TRb/SRC2 Texas Red total fluorescence interference | Potency, µM (top dose mostly 106 µM), inactives show at the top dose fluorescence change, negative = quenching | actives 0.29% (n = 280,000) | AID 1479, 2009; active means well fitted curve in either direction with a large enough effect; inconclusive means small, poorly fitted or top-dose-only effect
#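 Flags fluorescent or light-absorbing compounds by total fluorescence, S + 2P, at 555 nm excitation and 632 nm emission. Mixture: 20 nM Texas Red SRC2 peptide, 0.6 uM human TRb LBD, 1 uM T3, 5% DMSO; compound exposure 5 h at ambient temperature.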
# Active calls of the source: *; ? = inconclusive; · = not tested or not shown; & = joins results of further samples; [ ] = another dose, or the depositor's remark. Unless noted, the call rests on the fitted dose curve; in most records, active means well fitted curve in the direction sought with a large enough effect; inconclusive means small, poorly fitted or top-dose-only effect, or another doubt; inactive means no such curve, though single readings can be large; an effect the other way counts as inactive or inconclusive. Unless noted, on the % scale 0 is the no-effect control and ±100 the full control effect; potency means the concentration at half of the fitted maximal effect.
No.	mol	Tau fibril ThT	GLA spleen mod	TRb-SRC2 inh	L3MBTL1 inh
1	COc1ccc(NC(=O)NCCn2nnc3cc(S(=O)(=O)N(C)C)ccc32)cc1	-5%	·	4%	·
2	CCOC(=O)c1c(-c2ccc(C)cc2)csc1NC(=O)c1ccc(C(C)(C)C)cc1	-5%	·	-10%	·
3	COC(=O)CCC(=O)N1CN2CN(C(=O)CCC(=O)OC)CC([N+](=O)[O-])(C2)C1	-10%	16%	-3%	42%[activator]
4	COc1ccc(-c2noc(CN(C(=O)C(C)(C)C)C(C)C)n2)cc1	5%	9%	7%	28%
5	COc1cccc(CNC(=O)c2ccc3nc(N4CCCCC4)sc3c2)c1OC	?	·	3%	·
6	CCCCP(=O)(CCCC)Cc1ccccc1O	6%	2%	-9%	-8%[11.4 µM]
7	OCCN(Cc1ccccc1)Cc1cccc(F)c1	-4%	2%	-6%	-4%[11.4 µM]
8	COc1ccc(/C=C/C(=O)N/C(=C\c2ccco2)C(=O)NCCc2nc3ccccc3[nH]2)cc1	?	-19%	-8%	-7%
9	CC(C)CN(CC(C)C)C(=O)Cc1coc2ccc3ccccc3c12	?	0%	14%	·
10	Cc1ccc(-c2csc3ncnc(SCc4ccc(C(=O)O)cc4)c23)cc1	?	-2%	6%	-2%
11	Cc1cc(C)c(C(=O)/C=C/c2ccc3c(c2)OCO3)c(=O)[nH]1	17%	-10%	-8%[53 µM]	58%[activator]
12	CC1(C)CC(=O)C(C=NCCCn2ccnc2)=C(O)C1	-4%	5%	-6%	-6%
13	O=C(CNC(=O)c1cccs1)OCC(=O)c1ccc(Cl)cc1	-2%	-5%	4%	11%
14	CCCN1CCC(=O)N([C@H](CSc2ccc(OC)cc2)c2ccccc2)CC1	-17%	5%	0%	·
15	CCOC(=O)N/N=C(\c1ccccc1)C(O)c1ccccc1 (stereo unspecified)	-5%	-16%	0%	17%

No.	Tau FP inhib	Tau fluor cs	ALDH1A1 block	TR SRC2 fluor cs
1	-3%	-7%	·	0%
2	-7%	-1%	·	?
3	?	-7%	·	-8%
4	-1%	1%	-2%	1%
5	?	-24%	·	-23%
6	0%	4%	-6%	2%
7	-5%	-4%	-9%	3%
8	3%	-10%	1%	-1%
9	-2%	-11%	?	-1%
10	-6%	-9%	-5%	-6%
11	1%	16%	-3%	1%[53 µM]
12	-5%	1%	?	2%
13	-5%	-10%	6%	2%
14	-2%	-15%	·	0%
15	4%	-13%	5%	0%

# Next part, overlapping the part above by 5 compounds.
No.	mol	Tau fibril ThT	GLA spleen mod	TRb-SRC2 inh	L3MBTL1 inh
11	Cc1cc(C)c(C(=O)/C=C/c2ccc3c(c2)OCO3)c(=O)[nH]1	17%	-10%	-8%[53 µM]	58%[activator]
12	CC1(C)CC(=O)C(C=NCCCn2ccnc2)=C(O)C1	-4%	5%	-6%	-6%
13	O=C(CNC(=O)c1cccs1)OCC(=O)c1ccc(Cl)cc1	-2%	-5%	4%	11%
14	CCCN1CCC(=O)N([C@H](CSc2ccc(OC)cc2)c2ccccc2)CC1	-17%	5%	0%	·
15	CCOC(=O)N/N=C(\c1ccccc1)C(O)c1ccccc1 (stereo unspecified)	-5%	-16%	0%	17%
16	COc1ccc(C(=O)O/N=C(\N)Cc2ccc([N+](=O)[O-])cc2)c(OC)c1	?	-4%	2%	-6%
17	O=C(NCc1ccncc1)c1cc(-c2ccc(Cl)cc2)oc1C(F)(F)F	·	-4%	0%	·
18	CSc1ncc(C(=O)Nc2ccc(F)cc2F)c(-c2ccccc2)n1	-7%	·	-5%	·
19	O=C(NCCOCCn1c(=O)oc2ccccc21)Nc1cccc(Cl)c1	-1%	·	-9%	·
20	Cc1ccc(Cl)cc1N1CCN(Cc2nc3c(c(=O)[nH]c(=O)n3C)n2CCc2ccccc2)CC1	-6%	5%	-1%	5%
21	CNC(=O)NC(=O)COC(=O)CCc1nc(=O)c2ccccc2n1C	-6%	1%	-2%	7%
22	O=C(Nc1ccccc1)c1cc(Cl)nc2ccccc12	-5%	-2%	9%	6%
23	COc1ccc(CNC(=O)Nc2ccccc2)cc1	-4%	-5%	-15%	10%
24	Cc1ccc(NC(=O)CSc2nnc(Cc3cccn3C)n2-c2ccc(F)cc2)c(C)c1	-18%	-5%	2%	·
25	Cc1cccc(-n2nc(C)c3c(C(=O)O)cc(-c4cccs4)nc32)c1	-8%	2%	-4%	15%
26	COCCCNC(=S)N1CCN(C(=O)C(=O)Nc2ccc(C(=O)OC)cc2)CC1	-9%	-6%	1%	6%
27	N#C/C(=C\Nc1ccc2cn[nH]c2c1)c1nc(-c2ccccc2)cs1	-12%	-5%	-11%	·
28	CCOCCCNC(=O)C(c1ccc(Cl)cc1)N(Cc1ccc2c(c1)OCO2)C(=O)c1ccccc1O (stereo unspecified)	-13%	·	5%	·
29	N#Cc1ccc(-c2nc3cc(C#N)c(C#N)cc3nc2-c2ccccc2)cc1C#N	-2%	-4%	0%	·
30	O=C(NCc1cccs1)C1CCCCC1	-5%	6%	-8%	·

No.	Tau FP inhib	Tau fluor cs	ALDH1A1 block	TR SRC2 fluor cs
11	1%	16%	-3%	1%[53 µM]
12	-5%	1%	?	2%
13	-5%	-10%	6%	2%
14	-2%	-15%	·	0%
15	4%	-13%	5%	0%
16	4%	-15%	·	1%
17	-14%	-24%	·	-1%
18	?	-13%	·	1%
19	?	-28%	·	-1%
20	-1%	7%	10%	-1%
21	0%	-9%	-3%	-2%
22	0%	-13%	-7%	-1%
23	6%	-3%	4%	-4%
24	7%	-13%	-15%	0%
25	3%	-7%	?	-3%
26	1%	6%	-5%	1%
27	-17%	?	0%	0%
28	4%	-16%	·	-1%
29	8%	4%	23%	1%
30	-9%	-3%	15%	1%

# Some values from above:
# TRb-SRC2 inh with compound 27 : -11%
# Tau fibril ThT with compound 24 : -18%
# L3MBTL1 inh with compound 25 : 15%
# TRb-SRC2 inh with compound 13 : 4%
# GLA spleen mod with compound 7 : 2%
# TR SRC2 fluor cs with compound 18 : 1%

# (list continues)
No.	mol	Tau fibril ThT	GLA spleen mod	TRb-SRC2 inh	L3MBTL1 inh
31	O=[N+]([O-])c1ccc(-c2nc(-c3ccc(F)cc3)c(-c3ccncc3)[nH]2)cc1	14µM*	23%&-8%	0%&-21%	·
32	CS(=O)(=O)c1ccc(C(=O)Nc2ccc(N3CCCC3)cc2)c(Cl)c1	?	2%	-4%	-20%
33	CC1CCCN(C(=O)C2CCN(CC3CC=CCC3)CC2)C1 (stereo unspecified)	-12%	-5%	-12%	5%
34	Cc1ccccc1OCc1n[nH]c(=S)n1-c1ccccc1	-11%	0%	0%	-2%
35	Cc1cc2oc(=O)cc(C)c2c(=O)o1	1%	-5%	-2%	1%
36	CCOc1ccc(C(F)(F)F)cc1NC(C)=O	-15%	-12%	-6%	-1%
37	C[C@@H](C(=O)NCc1ccc(S(C)(=O)=O)cc1)[C@H]1C[C@]1(C)[C@H](NC(=O)OCc1ccccc1)c1ccccc1	?	-14%&-6%	6%&3%	-8%
38	CCn1c(C)nc2cc(S(=O)(=O)Nc3ccc(C)cc3)ccc21	1%	6%	-2%	12%
39	CCOC(=O)Nc1nc(-c2ccccc2)c(C(=O)c2ccccc2)s1	7%	1%	-3%	·
40	CCc1ccccc1NS(=O)(=O)c1ccc2c(c1)CCCN2C(=O)C1CCC1	?	·	-6%	·
41	Nn1cnnc1SCC(=O)N(C1CCCCC1)C1CCCCC1	0%	-2%	5%	-10%
42	Cc1cccc(C2=N/C(=C\c3cccs3)C(=O)O2)c1	?	-6%	-5%	-19%
43	COc1ccc(Cl)cc1NC(=O)c1sc(-n2nc(C)c(Cc3ccccc3)c2C)nc1C	7%	·	-4%	·
44	Cc1nnc2c3ccccc3c(-c3ccc(O)cc3)nn12	-8%	5%	-1%	·
45	COc1ccc(CNC(=O)c2cc3c(=O)n(Cc4ccco4)ccc3nc2C)c(OC)c1	-6%	·	2%	·
46	Cc1ccc(-n2c(C)cc(C(=O)CSc3nnnn3C)c2C)cc1	-16%	26%	3%	-20%
47	O=C(CNC(=O)c1ccc(-c2ccccc2)cc1)OCc1ccc(Cl)cc1	?	-7%	-2%	-10%
48	CCOC(=O)c1sc(NC(=O)CSc2nnnn2-c2ccccc2)c(C(=O)OCC)c1C	-9%	2%	1%	-5%

No.	Tau FP inhib	Tau fluor cs	ALDH1A1 block	TR SRC2 fluor cs
31	?	20µM*[quencher]	?	?
32	7%	-20%	2%	-2%
33	5%	-3%	?	-2%
34	-2%	-7%	4%	0%
35	-3%	7%	-15%	0%
36	-6%	-11%	8%	1%
37	3%&12%	-17%&-12%	6.3µM*	-1%&-2%
38	-3%	3%	-1%	-3%
39	-5%	-6%	?	-6%
40	5%	-6%	·	?
41	6%	6%	-4%	-3%
42	-7%	-14%	?	-2%
43	4%	-3%	·	-10%
44	6%	-3%	8%	1%
45	0%	-6%	·	-28%
46	5%	-19%	?	-8%
47	-9%	-25%	0%	-1%
48	0%	-10%	-7%	-4%

# Bioassay records deposited in PubChem BioAssay by National Center for Advancing Translational Sciences (NCATS).
